Large T inhibition – TAg ATPase/helicase activity blockers – biochemical (AID 1903); SV40 large T antigen ATPase/helicase inhibition assay; higher % means a stronger effect; one-dose inhibition, % at 20 µM; IC50 in µM for titrated hits; hit rate 0.39% among 310,000; in the data active = a potency from the dose series; inconclusive = inhibition mostly from about 32% at the one dose, without a potency; inactive = the rest, 99 in 100 with inhibition below about 32%; also: strong numbers were not always called active
UTI89 phage lysis – inhibition of K1F phage lysis, E. coli UTI89, bacterial capsule biogenesis inhibitors, alamar blue (AID 488966). E. coli UTI89 K1F phage lysis, alamar blue, 2 h; higher % means a stronger effect. inhibition, % at 100 µM; hits with a dose series show IC50 in µM. hit rate 0.02% among 340,000;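 active = phage lysis inhibition, versus mean bacterial control, above a set limit; inconclusive = no clear call, values can overlap the other calls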;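 also: capsule biogenesis inhibitors block K1F phage lysis so surviving cells raise fluorescence; higher fluorescence means more inhibition of phage lysis; actives were called in the ten point dose series up to 300 µM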
NTR1 ag – agonists of NTR1, primary screen, imaging, U2OS cells, beta-arrestin-GFP, high content (AID 493036). hit rate 0.17% among 330,000. NTR1-U2OS beta-arrestin-GFP spot imaging, agonist mode. activation, % at 20 µM;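 active = activation at or above 40% of the spot to cytoplasm intensity ratio, with at least 20 cells analyzed; inconclusive = wells under 20 cells, flagged as cytotoxic or low count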;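 also: 0% = DMSO without peptide and 100% = 100 nM NTR1 peptide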
Target sequence (P30989 whole entry, looked up): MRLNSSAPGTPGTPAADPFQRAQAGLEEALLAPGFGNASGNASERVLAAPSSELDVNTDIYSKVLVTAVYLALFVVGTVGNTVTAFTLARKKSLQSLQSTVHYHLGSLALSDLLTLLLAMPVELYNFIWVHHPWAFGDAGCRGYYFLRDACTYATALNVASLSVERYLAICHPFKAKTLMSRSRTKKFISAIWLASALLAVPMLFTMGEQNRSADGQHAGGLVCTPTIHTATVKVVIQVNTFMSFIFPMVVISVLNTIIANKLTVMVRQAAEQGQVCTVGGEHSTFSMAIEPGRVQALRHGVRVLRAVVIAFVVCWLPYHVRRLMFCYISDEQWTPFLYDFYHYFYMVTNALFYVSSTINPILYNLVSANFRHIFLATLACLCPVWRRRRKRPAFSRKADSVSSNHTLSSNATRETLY
RSV antiviral HEp-2 – inhibition of RSV-induced cytopathic effect – HEp-2 cells, primary 10 µM value included (AID 2391). HEp-2 cells, RSV-induced CPE inhibition; higher % means a stronger effect. one-dose CPE inhibition, % at 10 µM; IC50 in µM for titrated hits. hit rate 0.13% among 310,000; in the data active = a potency from the dose series; inconclusive = CPE inhibition mostly from about 23% at the one dose, without a potency; inactive = the rest, 99 in 100 with CPE inhibition below about 21%; also: strong numbers were not always called active
TNAP activation fold – stimulation of alkaline phosphatase TNAP activity – biochemical, luminescent, no phosphate acceptor, uHTS, primary screen (AID 1001); purified TNAP, luminescent activation assay, no phosphate acceptor; higher activation fold means a stronger effect; activation fold at 20 µM, or EC50 in µM where a hit was titrated; hit rate 0.03% among 200,000; in the data active = activation fold from about 3, or a potency from the dose series; inactive = the rest, 99 in 100 with activation fold below about 1.6; also: many of its hits are not listed in these tables
Rac1 GTP hydrolysis – MgcRacGAP GTPase-activating activity inhibitors, confirmation, biochemical, ADP Hunter fluorescence; MgcRacGAP-stimulated Rac1 GTP hydrolysis, ADP Hunter fluorescence; higher % means a stronger effect; GST-tagged Rac1 F28L mutant substrate; inhibition, % at 30 µM, or IC50 in µM where a hit was titrated; hit rate 0.6% among 340,000;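 active = first-screen hits whose inhibition reached a set limit at any dose in the follow-up dose series; inconclusive = inhibition above the set first-screen limit but never retested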;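 also: fluorescence reports GDP produced by GAP-driven GTP hydrolysis; strong numbers were not always called active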
PhoP inhibition – inhibitors of PhoP regulon expression, primary screen, Salmonella Typhimurium, GFP reporter (AID 1863). S. Typhimurium PhoP-regulated promoter GFP reporter, 4 h; higher % means a stronger effect. inhibition, % at 50 µM, or IC50 in µM where a hit was titrated. hit rate 0.16% among 300,000;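 active = inhibition over 29.93%, a cutoff 3 SD above the screen mean, later confirmed by dose response; inconclusive = inhibition over 29.93% but no dose response follow-up; inactive = inhibition at most 29.93% or unconfirmed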;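 also: 0% = low Mg2+ inducing control and 100% = high Mg2+ repressing control; strong numbers were not always called active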
T cell HTS – modulates CD8 T cell binding to vesicles; 2C CD8+ T cell-vesicle binding, flow cytometry; active compounds read low; hit rate 0.068% among 330,000; calls only at 7 µM;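 active = response, share of CD8 T cells binding vesicles, and their 90th percentile fluorescence all below set limits, cut at about 80% in these data, passing the limit was not always enough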
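Test system: purified 2C TCR transgenic mouse naive CD8+ T cells. Probe or stimulus: QL9-peptide-loaded Drosophila micro-vesicles bearing Ld, ICAM-1 and B7-1. Incubation: binding step 1.5 h, 37 °C, antibody labelling 20 min, ice. Measured by: flow cytometry of vesicle-bound cells.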
Myeloid diff MLP – promotes myeloid progenitor differentiation; ER-HoxA9 myeloid progenitors, lysozyme-GFP differentiation, flow cytometry; calls only at 10 µM; hit rate 1% among 360,000; AID 624256;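 active = normalized GFP-positive differentiation at or above the plate's own cutoff, the solvent-only control mean plus 3 SD; inconclusive = no clear call, values can overlap the other calls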;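 also: cells exposed to compound for four days before flow analysis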
T cell HTS vesicle-bound % – also measured in T cell HTS; calls as there; double positive events, %; measured here: CD8+ vesicle-bound cell fraction;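 binding gate set so that unloaded-vesicle control wells show 10% double positive cells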
NTR1 ag cell count 20 µM – second read-out of NTR1 ag, no call of its own (marks repeat the call); cell count; measured here: cell count, cytotoxicity flag
Myeloid diff MLP GFP+ MAC1+ % – also measured in Myeloid diff MLP; calls as there; GFP+ MAC1+ double positive, %; measured here: differentiation confirmed by MAC1 staining
* hit, by the source's call; i = inactive; ? = inconclusive; . = not tested or not shown; [ ] = dose if it differs, or a comment.

SMILES	Large T inhibition	UTI89 phage lysis	NTR1 ag	NTR1 ag cell count 20 µM	RSV antiviral HEp-2	TNAP activation fold	Rac1 GTP hydrolysis	PhoP inhibition	T cell HTS	T cell HTS vesicle-bound %	Myeloid diff MLP	Myeloid diff MLP GFP+ MAC1+ %
COc1ccc(NC(=O)c2cccc(NC(=O)c3ccccc3)c2)cc1	2%	-0.5%	1.5	68	1.8%	.	1%	3%	i	57	i	0.1
CC(C)CN=C(NS(=O)(=O)c1ccccc1)C(Cl)(Cl)Cl	?	3.8%	9.8	29	-2.1%	1.2	19%	10%	i	49	?	.
Cc1cccc(-n2c(SCC(=O)Nc3nonc3C)nnc2-c2ccoc2C)c1	4%	0.4%	-4.8	80	0.7%	1	7%	-5%	i	42	i	1.8
O=C(c1ccccc1)N1CCN(C2CC(=O)N(CCc3ccccc3)C2=O)CC1 (stereo not given)	-1%	-0.4%	-1.2	47	1.1%	1	-3%	6%	i	32	i	3.8
COC(=O)Cn1c(=NC(=O)CSCC(=O)NC2CCCCC2)sc2cc(OC)ccc21	5%	0.0%	3.1	53	-1.7%	1.1	2%	6%	i	55	i	0.9
Brc1ccccc1-c1nnc(SCc2nc3ccccc3s2)o1	-17%	6.4%	3.4	33	12%	1.1	3%	22%	i	50	i	0.2
O=C(NCCN1CCOCC1)c1cc([N+](=O)[O-])cc([N+](=O)[O-])c1	4%	-1.0%	-0.8	60	1.6%	.	14%	0%	i	1	i	0.5
O=C(O)c1cc(-n2nnnc2SCc2ccc([N+](=O)[O-])cc2)ccc1Cl	3%	0.4%	1.1	47	1.3%	.	9%	13%	i	13	.	.
CC(C)CCNC(=O)CN(Cc1cccs1)C(=O)CCC(=O)Nc1nccs1	3%	0.1%[50 µM]	0.1	57	0.9%	1.1	6%	-3%	i	12	i	0.7
COc1ccc(NC(=O)C2CC2)cc1NS(=O)(=O)c1ccc(F)cc1	5%	0.3%	-2.0	89	-0.3%	1.2	4%	-6%	i	3	i	0.8

Entries of single compounds as entered above. Order of screens: Large T inhibition | UTI89 phage lysis | NTR1 ag | NTR1 ag cell count 20 µM | RSV antiviral HEp-2 | TNAP activation fold | Rac1 GTP hydrolysis | PhoP inhibition | T cell HTS | T cell HTS vesicle-bound % | Myeloid diff MLP | Myeloid diff MLP GFP+ MAC1+ %
`Cc1cccc(-n2c(SCC(=O)Nc3nonc3C)nnc2-c2ccoc2C)c1` is listed with 4% | 0.4% | -4.8 | 80 | 0.7% | 1 | 7% | -5% | i | 42 | i | 1.8
`CC(C)CCNC(=O)CN(Cc1cccs1)C(=O)CCC(=O)Nc1nccs1` is listed with 3% | 0.1%[50 µM] | 0.1 | 57 | 0.9% | 1.1 | 6% | -3% | i | 12 | i | 0.7
`O=C(O)c1cc(-n2nnnc2SCc2ccc([N+](=O)[O-])cc2)ccc1Cl` is listed with 3% | 0.4% | 1.1 | 47 | 1.3% | . | 9% | 13% | i | 13 | . | .

Next part:
SMILES	Large T inhibition	UTI89 phage lysis	NTR1 ag	NTR1 ag cell count 20 µM	RSV antiviral HEp-2	TNAP activation fold	Rac1 GTP hydrolysis	PhoP inhibition	T cell HTS	T cell HTS vesicle-bound %	Myeloid diff MLP	Myeloid diff MLP GFP+ MAC1+ %
N/C(CN1CCCC1=O)=N\OC(=O)c1ccc(Cl)c(Cl)c1	7%	1.5%[50 µM]	1.3	74	1.3%	1.2	5%	6%	i	42	i	0.3
CCc1ccc(NC(=O)CCNC(=O)Cn2ccc3ccccc3c2=O)cc1	9%	0.3%	-1.7	49	0.1%	.	6%	-1%	i	47	i	0.2
Cc1ccc(OCCN2C(=O)C(=O)c3cccc(C)c32)cc1	15%	0.5%	6.2	50	0.4%	1.1	4%	-8%	i	41	.	.
O=[N+]([O-])c1cc(S(=O)(=O)C(F)(F)F)ccc1NCC1CCCO1 (stereo not given)	4%	-0.1%	-2.2	36	20%	.	-3%	3%	i	26	i	2.0
CCOC(=O)c1oc2ccccc2c1NC(=O)COC	23%	3.2%	0.7	62	0.9%	1.1	4%	-4%	i	33	i	7.7
COc1ccc(/C=C2\SC(=S)NC2=O)cc1OS(=O)(=O)c1ccc(NC(C)=O)cc1	13%	0.0%	.	.	.	0.9	13%	-7%	.	.	i	0.4
O=C(Nc1cccc(C(=O)N2CCCc3ccccc32)c1)c1ccccc1	8%	0.3%	0.3	65	-1.6%	.	11%	1%	i	17	i	0.4
COC(=O)C1=C(C)N(c2ccc(OC)c(OC)c2)C(=O)/C1=C\c1cccs1	24%	-0.7%	1.4	88	-0.6%	1.1	4%	-2%	i	32	i	0.5
CC(C)c1ccc(NC2CCCN(C(=O)CN3CCOC3=O)C2)cc1 (stereo not given)	4%	0.1%	-1.0	56	0.9%	.	8%	-4%	i	49	i	0.4
CN(CC(=O)Nc1c(Cl)cccc1Cl)C(=O)CNC(=O)c1ccc2c(c1)OCO2	8%	1.0%[50 µM]	-0.4	63	-2.0%	.	2%	9%	i	19	i	1.1
Cc1ccc(CCNC(=O)C2CCC(=O)N2CCc2ccccc2)cc1 (stereo not given)	22%	0.2%	-1.1	88	1.1%	.	-7%	3%	i	51	i	0.5
CCCN1C(=O)c2ccccc2NC1c1cc(OC)c(OC)c(OC)c1 (stereo not given)	7%	6.8%	-0.7	70	0.5%	1.1	10%	0%	i	48	i	0.6
C[C@H](CO)N1C[C@H](C)[C@@H](CN(C)C(=O)Nc2ccccc2)Oc2ccc(NC(=O)C3CCCCC3)cc2C1=O	.	0.8%	1.2	60	.	.	6%	.	i	14	i	0.7
CC(C)CCNc1nc(N2CCCC2)c2c(c1C#N)CCN(C)C2	23%	0.3%	3.8	73	1.8%	1.1	8%	8%	i	26	i	0.6
COc1ccc(NC(=O)CCC(=O)N2CCN(S(=O)(=O)c3ccc(C)cc3)CC2)c(OC)c1	10%	0.8%[50 µM]	0.2	65	1.7%	.	6%	-8%	i	38	i	0.1
COc1cccc(/C=N/NC(=O)CCNc2n[nH]c(=O)[nH]c2=O)c1OC	0%	-1.0%	1.3	61	3.6%	1	3%	-3%	i	31	i	0.1
O=C(Nc1ccc(N2CCOCC2)c(Cl)c1)c1ccc(S(=O)(=O)N2CCOCC2)cc1	2%	0.3%	2.1	48	12%	.	4%	1%	i	13	i	2.0
COc1cc(OC)cc(C(=O)NCC(=O)OCC(=O)NCc2ccco2)c1	.	1.7%	0.4	87	.	.	4%	.	i	39	.	.
O=C(NCc1ccccn1)C(=O)Nc1nc(C23CC4CC(CC(C4)C2)C3)cs1	3%	0.5%	11	52	0.3%	1.2	14%	5%	i	23	i	0.0
COc1ccc(S(=O)(=O)Nc2noc3ccccc23)cc1	22%	0.2%	0.0	91	0.2%	.	10%	0%	.	.	i	0.4
CC(C)OCC1CO1 (stereo not given)	.	-0.6%	-0.1	56	0.9%	.	4%	.	i	30	i	1.8
COc1ccc(S(=O)(=O)N2CCNCC2)cc1OC	28%	-0.5%	-0.1	73	-0.1%	1	6%	-2%	i	10	i	0.3
C=C(C)Cn1c(Sc2nnc(C)s2)nc2c1c(=O)[nH]c(=O)n2C	-7%	0.3%	-1.4	90	2.2%	1.2	11%	-5%	i	21	i	0.6
O=C(NCc1nnc(SCC(=O)N2CCCCC2)o1)c1c(F)cccc1F	7%	0.2%	-0.2	81	0.1%	.	11%	-3%	i	11	.	.
Nc1ncnc2c1ncn2[C@@H]1O[C@H](CNS(=O)(=O)c2cc3ccccc3s2)[C@@H](O)[C@H]1O	.	1.1%	-0.4	40	.	.	8%	.	.	.	i	0.4
COc1cc(C(=O)OCC(=O)c2cc(C)n(CC3CCCO3)c2C)cc(OC)c1C (stereo not given)	.	0.2%[50 µM]	3.2	95	0.8%	.	6%	.	i	37	i	1.1
COc1ccc(C)cc1N(C(=O)c1ccc(C#N)cc1)C1=NC(C)(C)CS1	2%	0.0%	-1.4	70	1.5%	.	6%	1%	i	51	i	0.2
CC1(C)CC(=O)C2=C(C1)OC(N)=C(C#N)C2c1ccsc1 (stereo not given)	4%	-0.4%	0.7	57	1.8%	1	6%	4%	i	54	i	0.3
NS(=O)(=O)c1ccc(NC(=O)COC(=O)c2cc3ccccc3oc2=O)cc1	9%	1.3%[50 µM]	-0.7	68	-0.9%	.	-12%	-13%	i	9	i	2.0
O=C(NC1CCCCCC1)C1CCN(S(=O)(=O)N2CCC3(CC2)OCCO3)CC1	1%	2.4%	0.5	39	0.0%	1	0%	7%	i	62	i	1.0
COc1cc(NC(=O)c2cc(OC)c(OC)c(OC)c2)ccc1NC(=O)c1cccs1	27%	1.5%[50 µM]	1.1	63	1.3%	.	-4%	4%	i	21	?	.
CC12CC3CC(C)(C1)CC(C(=O)NCc1cccnc1)(C3)C2	8%	-0.2%	1.2	51	1.5%	.	-5%	-4%	i	58	.	.
COc1cccc(/C=N/NC(=O)C(=O)NCc2cccnc2)c1O	13%	0.2%	1.8	70	0.2%	2.7	8%	21%	i	53	i	0.6
CC(=O)c1ccc(N2CCCC2)c(F)c1	3%	.	-1.2	50	5.6%	1	.	-12%	i	16	.	.
CCCOC1CCCN(C(=O)c2ccc(OC3CCN(C(=O)COC)CC3)cc2)C1 (stereo not given)	-2%	0.1%	1.1	9	3.3%	.	3%	-2%	i	5	i	0.8
O=C(Nc1ccc(NC(=S)NC(=O)c2ccccc2F)cc1)c1cccs1	10%	-0.6%	0.5	59	1.9%	0.9	5%	-4%	i	66	i	0.2
COc1cc(OC)cc(C(=O)OC/C(O)=C(\C#N)c2nc3ccccc3[nH]2)c1	7%	0.3%	1.6	60	2.1%	.	11%	-5%	i	31	i	0.7
CCCCC(=O)N1CCN(c2nc3ccc(F)cc3s2)CC1	20%	0.1%	-1.0	65	3.4%	.	-12%	-5%	i	27	i	3.2
Cc1cc(C)c2c(=O)n(CC(=O)Nc3cccc(F)c3)sc2n1	?	0.0%	3.1	42	-0.4%	.	8%	-12%	i	10	i	0.2

Screening data (PubChem)
